# Source: PubChem BioAssay (several laboratories)
# HIF activator – HIF pathway transcriptional activation; 300,000 tested, 0.32% active; U2OS HRE-luciferase reporter, luminescence; normalized: DMSO 0%, desferrioxamine 100%; activation, % at 7.5 µM (by protocol);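 active = mean activation of at least 10% of the iron chelator positive control signal, with at least half of replicates also reaching 10%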
# MrgX1 allo act – allosterically activates human MrgX1 receptor signaling. Q96LB2. MrgX1-HEK293, Fluo-4 calcium flux, FDSS; active compounds read high. B-score at 10 µM. 310,000 tested, 0.63% active;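 active = plate-corrected calcium response at least 3 library SD above typical, normal starting fluorescence, not activating the receptor alone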;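 also: compound read alongside a low EC10 to EC30 dose of BAM8-22 agonist; peak minus trough fluorescence over baseline measured at the second addition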
# TRPC4 potent – allosteric potentiators of mouse TRPC4 channel; Q9QUQ5; HEK293 TRPC4beta/mu-opioid, DAMGO EC20, Fluo-4 Ca2+ flux; active compounds read high; B-score at 10 µM; 310,000 tested, 0.42% active;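 active = B-score of calcium response area above 5 SD of library B-scores, with initial fluorescence ratio within 5 SD of library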;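 also: B-score of integrated fluorescence ratio over time as area under calcium response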
# PolyA inh – inhibitors of polyadenylation in S. cerevisiae | S. cerevisiae SKY197-pL101 polyadenylation reporter, beta-gal luminescence; efflux-impaired pdr1/pdr3 knockout yeast; score 100 = 6 SD above DMSO | 300,000 tested, 0.02% active | calls only at 12 µM;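 active = lowest replicate activity score at least 50, where 100 means six control SD above control mean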;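 also: yeast exposed to compound for 9 h at 30 °C; higher score means more reporter readthrough which indicates perturbed polyadenylation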
# AI-2 QS modul – Vibrio harveyi AI-2 quorum sensing modulation. Vibrio harveyi JMH597 AI-2 luminescence/OD600 ratio, 9 h; active compounds read low; strain lacks LuxN and CqsS sensors; 0 = neutral-control median. activity change, % at 7.5 µM. 300,000 tested, 0.4% active. AID 2094; in the data active = activity change below about -75%, passing the limit was not always enough;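 also: luminescence divided by OD600 gain over 9 h not by final OD600 alone; inactives centre near 13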
# MrgX1 antagonist – human MrgX1 receptor antagonism, primary screen | Q96LB2 | B-score at 10 µM | 310,000 tested, 1.3% active | AID 588676 | MRGX1-HEK293 calcium flux, Fluo-4, BAM8-22 antagonism; active compounds read low;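 active = calcium-response B-score plate-corrected more than 3 library SD below zero, starting fluorescence within 5 deviations, no agonist response on first addition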;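 also: peak minus trough fluorescence over baseline after final BAM8-22 challenge near maximal dose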
# TRPC4 block – blocks the mouse TRPC4 cation channel | Q9QUQ5 | HEK293 TRPC4beta/mu-opioid, DAMGO-evoked Fluo4 calcium flux; active compounds read low | B-score at 10 µM | 300,000 tested, 0.39% active | AID 2247;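 active = B-score over 3 SD under the library average, no early fluorescence shift, positive overall ratio signal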
#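 Signal: kinetic Fluo4 fluorescence imaging of calcium influx. Material: stable TRPC4beta/mu-opioid receptor HEK293 cells. Probe or stimulus: DAMGO in two steps, submaximal then maximal.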
# TRPC4 act – activators of mouse TRPC4 channel. HEK293 TRPC4beta/mu-opioid, Fluo4 calcium fluorescence; active compounds read high. 310,000 tested, 0.49% active. Q9QUQ5. B-score at 10 µM;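 active = B-score above 5 SD of library B-scores, and initial fluorescence ratio not above library mean plus 5 SD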;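 also: positive B-score marks a calcium rise read as TRPC4 activation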
#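 Material: HEK293 stable line with TRPC4beta plus mu-opioid receptor; technique: Fluo4 calcium-sensitive dye fluorescence, kinetic, 1 Hz baseline; timing: Fluo4 dye loading 45 min at room temperature, 110 s recording; controls: assay buffer as low control, maximal DAMGO as high control; read-out: integrated baseline-normalised fluorescence ratio, converted to per-well B score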
# TRPC6 inh – inhibitors of mouse TRPC6 channel; Q61143; HEK293-TRPC6, membrane potential dye, ACh-evoked depolarization; active compounds read low; B-score at 10 µM; 310,000 tested, 1.1% active; AID 2553;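 active = B-score under library mean minus 3 SD, initial fluorescence not abnormally high, positive integrated signal ratio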;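 also: B-score derived from integrated fluorescence ratio over the kinetic read; more negative B-score means stronger inhibition of depolarization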
# Target sequence (Q61143 whole entry, looked up): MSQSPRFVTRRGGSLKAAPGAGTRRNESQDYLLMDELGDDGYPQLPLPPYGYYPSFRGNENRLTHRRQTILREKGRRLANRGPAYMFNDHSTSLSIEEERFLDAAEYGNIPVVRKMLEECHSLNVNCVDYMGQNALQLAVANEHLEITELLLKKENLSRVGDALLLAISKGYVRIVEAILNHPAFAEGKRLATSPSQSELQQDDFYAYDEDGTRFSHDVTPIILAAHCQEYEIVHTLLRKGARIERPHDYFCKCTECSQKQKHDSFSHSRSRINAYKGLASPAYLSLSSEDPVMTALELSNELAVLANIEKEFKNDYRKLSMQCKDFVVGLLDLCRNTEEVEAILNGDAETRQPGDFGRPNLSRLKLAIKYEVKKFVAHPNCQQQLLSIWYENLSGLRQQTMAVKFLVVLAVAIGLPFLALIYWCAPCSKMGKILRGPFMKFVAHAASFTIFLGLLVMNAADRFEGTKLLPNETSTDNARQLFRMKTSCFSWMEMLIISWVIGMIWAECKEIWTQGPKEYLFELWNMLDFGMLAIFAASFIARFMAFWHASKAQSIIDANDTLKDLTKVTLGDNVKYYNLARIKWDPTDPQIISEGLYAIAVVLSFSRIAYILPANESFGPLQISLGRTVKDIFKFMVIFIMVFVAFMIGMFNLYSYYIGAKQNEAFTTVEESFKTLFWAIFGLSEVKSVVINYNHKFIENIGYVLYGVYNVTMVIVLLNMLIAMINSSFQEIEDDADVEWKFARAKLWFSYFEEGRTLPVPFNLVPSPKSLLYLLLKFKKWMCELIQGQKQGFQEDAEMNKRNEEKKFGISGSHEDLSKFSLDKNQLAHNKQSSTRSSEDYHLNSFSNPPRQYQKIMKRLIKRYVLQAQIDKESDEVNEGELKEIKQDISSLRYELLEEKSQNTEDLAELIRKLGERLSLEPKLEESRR
# MrgX1 ag – agonists of human MrgX1 receptor; 310,000 tested, 0.44% active; Q96LB2; AID 588627; B-score at 10 µM; MrgX1-HEK293 cells, Fluo-4 calcium fluorescence, agonist mode; active compounds read high;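 active = calcium response B-score plate-corrected fluorescence ratio at least 3 library SD, with starting fluorescence B-score inside 5 SD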
#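 Test system: HEK293 cells stably expressing human MrgX1 receptor; amount: 15,000 cells per well; doses: compound delivered in addition one of three; times: overnight plating before 1 h dye loading; detection: Fluo-4 NW calcium-flux fluorescence, kinetic read; read-out basis: B-scored fluorescence response ratio; controls: positive and negative controls per plate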
# TRPC6 activator – activates the mouse TRPC6 cation channel; HEK293-TRPC6 membrane potential dye fluorescence; active compounds read high; Q61143; B-score at 10 µM; 310,000 tested, 0.13% active;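 active = B-score of the integrated fluorescence ratio above library mean plus 3 SD, and starting fluorescence ratio within library mean plus 5 SD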;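 also: higher score means more depolarization so channel activation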
# * marks the source's active call; other numbers are inactive results; i = inactive; . = no result given. The list is partial; the hit share may differ from the screen's.
molecule,AI-2 QS modul,TRPC4 potent,TRPC4 block,HIF activator,MrgX1 antagonist,TRPC6 activator,PolyA inh,MrgX1 ag,TRPC6 inh,TRPC4 act,MrgX1 allo act
CCc1ccc(NC(=O)C(=O)c2cn(CC(=O)N3CCCCC3)c3ccccc23)cc1,15,i,i,0.5,i,i,i,i,i,i,i
CC(Oc1ccc(Cl)cc1Cl)C(=O)N(Cc1ccco1)C1CCS(=O)(=O)C1 (stereo not drawn),3,i,i,-0.2,i,i,i,i,i,i,i
O=C(CCc1nnc2n(CCc3ccccc3)c(=O)c3ccccc3n12)NCCCN1CCCCC1,17,i,i,-0.7,i,i,i,i,i,i,i
CC12CC3CC(C)(C1)CC(CN)(C3)C2,14,i,i,-0.1,i,i,i,i,i,i,i
CC(O)(CS(=O)(=O)Cc1ccccc1)c1ccccc1 (stereo not drawn),-2,i,i,-0.3,i,i,i,i,i,i,i
O=C(NC(=S)NCc1ccccc1)c1ccc(Br)cc1,31,i,i,-0.1,i,i,i,i,i,i,i
NNC(=O)[C@H](Cc1ccccc1)NC(=O)Nc1ccc2c(c1)OCCO2,27,i,i,0.2,i,i,i,i,i,i,i
Cn1c(=O)oc2cc(S(=O)(=O)NCCC(=O)NC3CCCC3)ccc21,26,i,i,-0.3,i,i,i,i,i,i,i
Cc1ccc(S(=O)(=O)N(C)C)cc1NC(=O)c1cccnc1Oc1ccccc1,25,i,i,-0.4,i,i,i,i,i,i,i
CCCN(C(=O)CSCC(=O)Nc1cccc(C)c1)c1c(N)n(Cc2ccccc2)c(=O)[nH]c1=O,-1,i,i,0.4,i,i,i,i,i,i,i
Cc1nc(C)c2c(c1C(F)(F)F)-c1ccccc1C2(F)F,12,i,i,0.2,i,i,i,i,i,i,i
CCn1c(CNC(=O)c2cccs2)nnc1SCC(=O)NCCc1ccccc1,21,i,i,-0.3,.,i,i,.,i,i,.
COc1ccc(/C=C2\SC(=O)N(CCC(=O)N3CCCCC3CCO)C2=O)cc1 (stereo not drawn),15,i,i,-0.4,i,i,i,i,i,i,i
Cc1ccc(/C=C/S(=O)(=O)N2CCC(C(=O)O)CC2)cc1,37,i,i,0.4,i,i,i,i,i,i,i
CSc1cccc(N=C2C(=O)Nc3ccccc32)c1,19,i,i,1.6,i,i,i,32*,i,i,i
O=C(NCC1CCCO1)C1CCCN1C(=O)Nc1ccccc1[N+](=O)[O-] (stereo not drawn),21,i,i,0.3,i,i,i,i,i,i,i
CC(C)n1c(O)c(N=Nc2ccc(Cl)nn2)c2ccccc21,2,i,i,-0.5,i,i,i,i,i,i,i
COc1ccc(-c2cc(-c3ccccc3)nc(SC(C)C(=O)O)c2C#N)cc1 (stereo not drawn),22,i,i,-0.3,i,i,i,i,i,i,i
Cc1csc(NC(=O)C2CCCN(S(=O)(=O)c3ccc(Br)s3)C2)n1 (stereo not drawn),26,i,i,-0.4,i,i,i,i,i,i,i
Cc1cc([N+](=O)[O-])ccc1NC(=O)C(C)NC1CCCCC1 (stereo not drawn),-5,i,i,-0.7,i,i,i,i,i,i,i
COc1cccc(CNC(=O)c2nnn(CC(=O)Nc3ccc4c(c3)OCO4)c2N)c1,15,i,i,-0.5,i,i,i,i,i,i,i
Cc1cc(OCC(=O)Nc2ccccc2N2CCCCC2)ccc1C(C)C,21,i,i,-0.1,i,i,i,i,i,i,6.9*
COc1ccc(CN2CCC(N(CCc3ccccc3)Cc3ccccc3)CC2)c(OC)c1,14,i,i,-0.7,i,i,i,i,i,143*,i
CCOC(=O)c1ccc(N=c2sc(C(=O)OC)cc(=O)n2-c2ccc(C(=O)OCC)cc2)cc1,19,i,i,1.0,i,i,i,i,i,i,i

# For convenience, 3 of the compounds above:
molecule,AI-2 QS modul,TRPC4 potent,TRPC4 block,HIF activator,MrgX1 antagonist,TRPC6 activator,PolyA inh,MrgX1 ag,TRPC6 inh,TRPC4 act,MrgX1 allo act
Cc1cc(OCC(=O)Nc2ccccc2N2CCCCC2)ccc1C(C)C,21,i,i,-0.1,i,i,i,i,i,i,6.9*
COc1ccc(CN2CCC(N(CCc3ccccc3)Cc3ccccc3)CC2)c(OC)c1,14,i,i,-0.7,i,i,i,i,i,143*,i
CCOC(=O)c1ccc(N=c2sc(C(=O)OC)cc(=O)n2-c2ccc(C(=O)OCC)cc2)cc1,19,i,i,1.0,i,i,i,i,i,i,i

# Remaining list, next part:
molecule,AI-2 QS modul,TRPC4 potent,TRPC4 block,HIF activator,MrgX1 antagonist,TRPC6 activator,PolyA inh,MrgX1 ag,TRPC6 inh,TRPC4 act,MrgX1 allo act
CCCC1C(C#N)=C(N)Oc2n[nH]c(C(C)(C)C)c21 (stereo not drawn),18,i,i,0.0,-5.1*,i,i,i,i,i,i
CC(=O)Nc1cccc(-n2c(=O)n(Cc3ccccc3)c(=O)c3[nH]cnc32)c1,14,i,i,-0.2,i,i,i,i,i,i,i
Cc1cccc(C)c1NC(=O)C1=C(O)c2sccc2N(C)S1(=O)=O,18,i,i,-0.7,i,i,i,i,i,i,i
Cc1ccc(C(=O)Nc2cccc(O)c2)cc1S(=O)(=O)N1CCCCCC1,-1,i,i,3.3,i,i,i,i,i,i,i
CCCCCC(=O)NNC1=NCC(Cc2ccccc2)S1 (stereo not drawn),6,i,i,-0.8,i,i,i,i,i,i,i
Cc1cccc(C(=O)NC2CCN(CC(=O)NCc3ccccc3F)CC2)c1,18,i,i,0.2,i,i,i,i,i,i,i
COc1ccc2[nH]c3c(c2c1)CCC/C3=N\N,-13,i,i,-0.1,i,i,i,i,i,i,i
COc1ccc(-c2nnc(SCC(=O)N3CCc4ccccc4C3)o2)cc1,16,i,i,0.0,i,i,i,i,i,i,i
COC(=O)c1ccc(C(=O)OC)c(NC(=S)N2CCCC(C)C2)c1 (stereo not drawn),6,i,i,0.0,i,i,i,i,i,i,i
COC(=O)c1sc(C(C)(C)C)cc1CSc1ccccc1,14,i,i,-0.7,i,i,i,i,i,i,i
CCOC(=O)c1sc(NC(=O)CCN2C(=O)c3ccccc3C2=O)c(C(=O)OCC)c1C,39,i,i,0.7,i,i,i,i,i,i,i
O=C(O)/C=C/c1ccc(S(=O)(=O)Nc2ccccc2C(=O)Nc2ccc(F)cc2)cc1,30,i,i,-22,i,i,i,i,i,i,i
c1ccc(-c2nc(Sc3ncnc4c3cnn4-c3ccccc3)n[nH]2)cc1,28,i,i,0.8,i,i,i,i,i,i,i
NNC(=O)c1csc(-c2cccc(C(F)(F)F)c2)n1,7,i,i,-1.0,i,i,i,i,i,i,i
CCOCCn1ccc2c(OCC(=O)Nc3ccc(OC)cc3OC)cccc2c1=O,-17,i,i,-0.2,i,i,i,i,i,i,i
CC(=O)N1CCN(c2ccccc2NC(=O)COc2cc(C)ccc2C(C)C)CC1,15,i,i,.,i,i,i,i,i,i,i
COc1cc(/C=N/Nc2nc3ccccc3[nH]2)ccc1O,17,i,i,5.9,i,i,i,i,i,i,i
CCCC[C@@H]1CNC(=S)N1CCc1cccc(F)c1,-9,i,i,-0.1,i,i,i,i,i,i,i
CCCn1c(SCC(=O)NCc2ccccc2)nnc1-c1ccncc1,8,i,i,0.1,i,i,i,i,i,i,i
CN(CC(=O)Nc1ccc(Cl)cc1)C(=O)Cc1c(F)cccc1Cl,30,i,i,-0.2,i,i,i,i,i,i,i
CC(C)(C)c1ccccc1NC(=S)NC1CCCCC1,37,i,i,-0.4,i,i,i,i,i,i,i
Cc1nnc(SCC(=O)N(C)c2ccccc2)n1Cc1ccccc1,21,i,i,-0.2,i,i,i,i,i,i,i
O=C(NCc1ccccc1)C(c1cccnc1)N(Cc1ccco1)C(=O)c1ccccn1 (stereo not drawn),15,i,i,-0.7,i,i,i,i,i,i,i
Cc1ccc(S(=O)(=O)Cc2ccc(C(=O)N3CCN(c4cccc(C)c4C)CC3)o2)cc1,23,i,i,0.2,i,i,i,i,i,i,i
COc1ccc(CN2CCN(c3nc4ccccc4s3)CC2)cc1,7,23*,i,3.1,.,i,i,.,i,i,.
O=C(NCc1cccnc1)C1CCN(S(=O)(=O)c2cc(Cl)ccc2Cl)CC1,9,i,i,0.3,i,i,i,i,i,i,i
O=C(COc1ccc2ccccc2c1)Nc1ccc(Cc2ccncc2)cc1,10,i,i,.,i,i,i,i,i,i,i
COC(=O)c1ccccc1NC(=O)CSc1ncn[nH]1,21,i,i,-0.2,i,i,i,i,i,i,i
Cc1[nH]c2ccccc2c1Cc1n[nH]c(=S)n1C,1,i,i,0.0,i,i,i,i,i,i,i
CC(C1CC1)N(Cc1ccccc1)C(=S)Nc1cccc(C(F)(F)F)c1 (stereo not drawn),7,i,i,-0.9,i,i,i,i,i,i,i
O=C(Cc1cccs1)NCCN1CCOCC1,19,i,i,-0.3,i,i,i,i,i,i,i
COc1ccc(CCNC2CC(=O)N(CCc3ccccc3)C2=O)cc1OC (stereo not drawn),5,i,i,-0.5,i,i,i,i,i,i,i
Cc1scc(C(=O)NNC(=O)CCC(=O)O)c1C,-8,i,i,-0.1,i,i,i,i,i,i,i
CC(C)NC(=O)N1c2ccccc2Sc2ccccc21,8,i,i,-0.3,i,i,i,i,i,i,i
CC1=NOC(=O)/C1=C/c1ccc(O)c(Br)c1,21,i,i,0.2,i,i,i,38*,i,i,i
Cc1cccc(Cn2c(N3CCN(C)CC3)nc3c2c(=O)[nH]c(=O)n3C)c1,7,i,i,-1.0,i,i,i,i,i,i,i
c1ccc2nc(-c3nccs3)ccc2c1,.,i,i,3.5,i,i,i,i,i,i,6.5*
CCOc1ccccc1CSc1nc2ccccc2[nH]1,17,i,i,1.4,i,i,i,i,-5.8*,i,i
Cc1ccc2oc(=O)n(CCCOc3ccccc3)c2c1,6,i,i,3.9,i,i,i,i,i,i,i
